Ub-GFP proteasome = Ubiquitin-GFP Assay; Ubiquitin-GFP reporter cells, proteasome inhibition, GFP fluorescence; response scale: untreated = 0%, 10 µM MG-132 = 100%; Potency, µM (titrated, usually from 45.9 µM), without a hit: at the highest dose activation (GFP accumulation), usual class: activators; 67,000 tested, under 10 active; AID 526, 2006; active = well fitted activation curve with a large enough effect, not every such curve was filed as active; inconclusive = small, poorly fitted or top-dose-only effect, or another doubt; inactive = no such curve, though single readings can be large or run the other way; note: potency is the fitted concentration of half-maximal effect
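U2OS cells expressing ubiquitin(G76V)-GFP, seeded overnight in 0.5% FBS medium, then treated 4 hr at 37 C across 46 uM to 2.9 nM. GFP-positive cells counted by laser cytometry (488 ex/515 em); %activity scaled between basal and 10 uM MG-132.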
HADH2 inhib = qHTS Assay for Inhibitors of HADH2 (Hydroxyacyl-Coenzyme A Dehydrogenase, Type II); 3-hydroxyacyl-CoA dehydrogenase type-2 (Homo sapiens), Q99714; recombinant HADH2, NADH fluorescence, beta-hydroxybutyryl-CoA; Potency, µM (highest dose often 57.1 µM), for the others: top-dose activity change, negative = inhibition, most hits filed as inhibitors; actives 3.4% (n = 73,000); AID 886, 2007; note: potency is the fitted concentration of half-maximal effect; % is set by controls: 0 for no effect and ±100 for the full control effect; nearly all actives have a fitted effect of over 60% in size; many of its hits are not listed in these tables
Target sequence (Q99714 whole entry, looked up, one chain of several): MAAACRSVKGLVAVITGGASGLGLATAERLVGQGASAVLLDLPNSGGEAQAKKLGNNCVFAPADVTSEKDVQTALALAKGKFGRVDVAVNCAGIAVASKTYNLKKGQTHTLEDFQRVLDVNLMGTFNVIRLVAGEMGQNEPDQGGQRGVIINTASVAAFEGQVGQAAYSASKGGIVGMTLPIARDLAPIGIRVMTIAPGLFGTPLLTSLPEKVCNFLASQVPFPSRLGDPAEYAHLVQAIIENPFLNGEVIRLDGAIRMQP
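20 nM HADH2 + cpd, 15 min RT; add 1 mM NAD+/90 uM beta-hydroxybutyryl-CoA; kinetic fluorescence 360/450 nm, 4 min. Tris-HCl pH 9.0, 0.01% Tween-20.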
15-hLO inh = qHTS Assay for Inhibitors of 15-hLO (15-human lipoxygenase); Polyunsaturated fatty acid lipoxygenase ALOX15 (Homo sapiens), P16050; purified 15hLO-1, xylenol orange hydroperoxide absorbance; Potency, µM (highest dose often 57.1 µM), without a hit: at the top dose activity change, negative = inhibition, hits mostly inhibitors; actives 1.4% (n = 74,000); AID 887, 2007; note: potency is the fitted concentration of half-maximal effect; % is set by controls: 0 for no effect and ±100 for the full control effect; nearly all actives have a fitted effect of over 55% in size
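Purified human 15hLO-1 (40 nM final) in 25 mM Hepes pH 7.5, 0.01% Triton X-100 was preincubated with compound 15 min at room temperature, then reacted 6 min with 50 uM arachidonic acid; hydroperoxide detected by Fe-XO, 573/405 nm absorbance ratio.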
HBB splice mod = qHTS Assay for Modulators of Hemoglobin Beta Chain Splicing; HBB splicing reporter cell assay, activation; EGFP reporter with mutant IVS2-654 intron; response scale: normalised to 500 nM splice-correcting PNA; actives 0.06% (n = 65,000); Potency, µM (top dose mostly 46.1 µM), for inactives: at the top dose activation, most hits filed as activators; note: potency is the fitted concentration of half-maximal effect; 0% is about no effect
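HeLa cells stably expressing EGFP interrupted by mutant beta-globin intron 2 (IVS2-654), 500/well in 2% FCS. Treated with compound for 2 days at 37C. Splicing correction scored as total well GFP intensity (488 nm excitation, 500-520 nm emission); 500 nM antisense PNA served as control.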
Hsp90 Hop PPI = qHTS Assay for Disrupters of an Hsp90 Co-Chaperone Interaction. Hsp90 C-terminal peptide / TPR2A (Hop) interaction, human. AlphaScreen TPR2A-His6 binding biotin-Hsp90 C-terminal peptide. Potency, µM (highest dose often 57 µM), without a hit: at the highest dose activity change, negative = inhibition. actives 0.44% (n = 71,000); active = well fitted curve in either direction with a large enough effect; inconclusive = small, poorly fitted or top-dose-only effect, or another doubt; note: potency is the fitted concentration of half-maximal effect; % is set by controls: 0 for no effect and ±100 for the full control effect; many of its hits are not listed in these tables
GFP derepression = qHTS Assay for Epigenetic Modulators. actives 0.09% (n = 68,000). Potency, µM (titrated, usually from 46.1 µM), inactives show at the top dose GFP derepression (activation). mouse C127i GFP locus derepression, cytometry, 30 h; note: % of control where 0% means no effect
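Locus derepression in mouse mammary C127i cells whose integrated CMV-GFP reporter is normally silent; GFP expression after 30 h compound treatment was quantified by counting fluorescent cells.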
Luciferase inh = qHTS Assay for Inhibitors of Firefly Luciferase; AID 411, 2009; actives 2.2% (n = 72,000); Potency, µM (doses to about 57.1 µM), for inactives: at the highest dose activity change, negative = inhibition, most hits filed as inhibitors; purified firefly luciferase, luminescence, 8 min; Luciferin 4-monooxygenase (Photinus pyralis), P08659; note: potency is the fitted concentration of half-maximal effect; % is set by controls: 0 for no effect and ±100 for the full control effect; nearly all actives have a fitted effect of over 40% in size
Target sequence (P08659 whole entry, looked up): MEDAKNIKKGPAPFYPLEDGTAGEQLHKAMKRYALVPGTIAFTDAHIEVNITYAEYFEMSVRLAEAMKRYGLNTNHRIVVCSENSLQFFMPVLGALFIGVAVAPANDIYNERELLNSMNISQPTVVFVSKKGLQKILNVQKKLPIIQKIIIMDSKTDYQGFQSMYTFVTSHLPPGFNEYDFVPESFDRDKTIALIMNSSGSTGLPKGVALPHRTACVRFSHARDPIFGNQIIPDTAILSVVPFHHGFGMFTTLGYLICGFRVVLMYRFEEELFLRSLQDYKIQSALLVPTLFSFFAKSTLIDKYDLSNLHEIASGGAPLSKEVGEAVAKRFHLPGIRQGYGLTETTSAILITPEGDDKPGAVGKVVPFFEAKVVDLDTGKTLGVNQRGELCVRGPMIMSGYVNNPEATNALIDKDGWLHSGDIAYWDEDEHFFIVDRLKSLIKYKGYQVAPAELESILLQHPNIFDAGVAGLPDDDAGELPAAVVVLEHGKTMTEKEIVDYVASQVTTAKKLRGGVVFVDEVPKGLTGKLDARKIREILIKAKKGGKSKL
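Compounds were tested as concentration series (qHTS) against purified P. pyralis luciferase with luciferin and 10 uM ATP in 50 mM imidazole pH 7.2, 50 mM KCl, 7 mM MgCl2, 0.01% Tween 20, 0.05% BSA. Luminescence was read after 8 min at ambient temperature.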
CRE-bla Fsk = Cell signaling CRE-BLA (Fsk stim) | CHO CRE-bla reporter (cAMP response element driving beta-lactamase), forskolin EC10, beta-lactamase ratio | Potency, µM (top dose mostly 38.2 µM), without a hit: at the top dose activity change, negative = inhibition, hits mostly activators | actives 2.5% (n = 71,000); active = well fitted activation curve with a large enough effect in the signal ratio, with a control signal flat, not every such curve was filed as active; inconclusive = small, poorly fitted or top-dose-only effect, or effect the other way, or a change in a side signal; the % refers to the signal ratio; note: potency is the fitted concentration of half-maximal effect; % of control where 0% means no effect
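Cells were plated overnight at 37 °C, exposed to compound titrations plus EC10 NKH 477 for 3 h, then given CCF4 dye for 2 h at room temperature. Blue/green (460/530 nm) ratio was converted to %Activity and AC50 values calculated.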
ERK AVP block = qHTS Assay for Inhibitors of the ERK Signaling Pathway using a Homogeneous Screening Assay. Potency, µM (top dose mostly 57.5 µM), for inactives: at the top dose activity, negative = inhibition, usual class: inhibitors. HEK293-V1b, vasopressin-stimulated pERK AlphaScreen. actives 0.99% (n = 72,000); note: potency is the fitted concentration of half-maximal effect; % is set by controls: 0 for no effect and ±100 for the full control effect; nearly all actives have a fitted effect of over 55% in size
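HEK293 cells stably expressing V1b receptor, seeded overnight in 1% FBS, were treated with compounds for 30 min at 37C, then stimulated 5 min with 25 nM vasopressin; phospho-ERK read by AlphaScreen SureFire after lysis.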
Tau filament bind = qHTS Assay for Tau Filament Binding; Potency, µM (doses to about 57.1 µM), without a hit: at the top dose activity change, negative = inhibition; AID 596, 2007; actives 2% (n = 71,000); recombinant tau filaments, thioflavin S fluorescence, 15 h; filaments grown with octadecylsulfate alongside compound;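 note: potency is the fitted concentration of half-maximal effect; % is set by controls: 0 for no effect and ±100 for the full control effect; actives lower thioflavin S fluorescence by blocking filaments or displacing dye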
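Assay mix: 1 uM His-tagged tau, 30 uM sodium octadecylsulfate, thioflavine S dye in HEPES/NaCl/DTT buffer. Compound is added prior to the inducer. Fluorescence after 15 h at 37 C.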
Pol III holo inh = qHTS Assay for Inhibitors of DNA Polymerase III Holoenzyme System; reconstituted DNA polymerase III holoenzyme replication, biochemical; Potency, µM (series often up to 57.1 µM), for the others: at the top dose activity change, negative = inhibition; actives 0.25% (n = 71,000); note: potency is the fitted concentration of half-maximal effect; % is set by controls: 0 for no effect and ±100 for the full control effect
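Reconstituted *E. coli* holoenzyme (0.35 nM Pol III, 1 nM beta, 154 nM SSB, 2 nM primase) was preincubated with compound for 15 min at RT. Synthesis on 1.4 nM ssM13Gori ran 35 min, then was stopped with PicoGreen/EDTA and read as dsDNA fluorescence.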
* hit, by the source's call; ? = inconclusive; nt = no result given; [ ] = dose if it differs, or a comment. Unless noted, calls come from the whole dose curve; as a rule, active = well fitted curve in the direction sought with a large enough effect; inconclusive = small, poorly fitted or top-dose-only effect, or another doubt; inactive = no such curve, though single readings can be large; an effect the other way counts as inactive or inconclusive. Not all compounds are listed; count on the stated rates, not on these rows.

| mol | Luciferase inh | HBB splice mod | Hsp90 Hop PPI | ERK AVP block | 15-hLO inh | HADH2 inhib | CRE-bla Fsk | Ub-GFP proteasome | Pol III holo inh | Tau filament bind | GFP derepression |
| --- | --- | --- | --- | --- | --- | --- | --- | --- | --- | --- | --- |
| CC(C)=CCC/C(C)=C/CC/C(C)=N/O | 1.1% | -0.1%[9.22 µM] | -1.4% | -9.3% | -0.8% | 3.5% | 5.4% | -0.8% | -3.5% | 4.3% | 0.0% |
| Nc1ccc(N(S(=O)(=O)c2ccccc2)S(=O)(=O)c2ccccc2)c(Cl)c1 | 1.5%[11.4 µM] | 0.5%[9.22 µM] | -2.3%[11 µM] | -4.4%[11.5 µM] | 11.2%[11.4 µM] | 11.3%[11.4 µM] | 10.0%[7.6 µM] | 1.8%[9.17 µM] | -6.9%[11.4 µM] | -9.4%[11.4 µM] | -3.4%[9.22 µM] |
| Cc1ccccc1NC(=O)C1Cc2ccccc2C(=O)O1 (centres undefined) | -1.1% | -0.5% | ? | 27.2% | 1.2% | -12.6% | 2.0% | -1.7% | -7.9% | 3.9% | -2.7% |
| CCN(CC)c1ccc(-n2cc3c(=O)n(C)c(=O)n(C)c3c2)cc1 | -13.1% | nt | ? | -7.9% | 0.8% | 10.3% | 10µM* | -3.1% | -6.3% | ? | -1.0% |
| CN1C(=O)c2ccc(S(=O)(=O)c3ccc(C(=O)O)cc3)cc2C1=O | -1.0% | -0.4% | -2.6% | 8.2% | 7.9% | -0.1% | -4.2% | -6.5% | -2.5% | -1.7% | 1.8% |
| CC(=O)Nc1ccc(S(=O)(=O)NCCN2CCOCC2)cc1 | 0.0% | -3.6%[0.0738 µM] | -0.1%[11 µM] | 8.8% | 0.7%[11.4 µM] | -0.6%[11.4 µM] | ? | -2.9%[9.17 µM] | -2.6%[11.4 µM] | -5.1%[11.4 µM] | -1.5% |
| COc1ccc(OC)c(NC(=O)Cn2cc(C#N)c3cc(Br)ccc32)c1 | -1.9% | -2.4% | -0.6% | -13.0% | -13.7% | 21.5% | -5.9% | -3.6% | -1.5% | 179.9% | -2.4% |
| N#Cc1nc(COc2ccccc2)oc1N1CCC(Cc2ccccc2)CC1 | 5.3% | 1.3% | ? | 4.7% | -9.1% | -7.0% | ? | -10.0% | -4.8% | 21.2% | 5.1% |
| Cc1cccc(N2CCN(C(=O)C3CCN(c4nnc(-n5cccc5)s4)CC3)CC2C)c1 (centres undefined) | 0.3% | -0.1% | -9.1% | ? | -18.2% | -0.1% | ? | 15.4% | -13.8% | 94.0% | 0.0% |
| Cc1ccc(S(=O)(=O)N2CCCC(C(=O)NCc3cccnc3)C2)cc1Cl (centres undefined) | 1.8% | nt | -2.6% | 7.2% | 2.1% | 8.0% | -4.1% | 4.5% | -2.5% | -4.7% | -1.9% |
| Cc1ccc2c(SCC(=O)NCc3ccco3)nc(-c3ccc(F)cc3)nc2c1 | -0.3% | 0.4%[57.5 µM] | -0.8% | -20.0% | -2.4% | 12.4% | 0.8% | -2.2% | -1.7% | -16.9% | -4.2% |
| Cc1[nH]c(=O)[nH]c(=O)c1S(=O)(=O)N1c2ccc(F)cc2CCC1C (centres undefined) | 0.0% | 0.2% | 1.5% | 5.3% | -2.0% | 3.6% | 0.7% | 7.7% | -1.0% | -46.2% | -0.4% |
| O=c1cc(CO)oc(C(Nc2ccccn2)c2ccsc2)c1O (centres undefined) | 1.4% | 0.2%[0.369 µM] | -7.9% | -2.4% | ? | ? | -13.2% | -3.4% | -2.0% | -0.3% | 0.0% |
| COc1ccc2c(c1OC)C(=O)N1C(C(=O)O)Cc3c([nH]c4ccccc34)C21 (centres undefined) | 1.4% | 3.5% | -2.4% | -8.4% | -6.2% | 18.0% | ? | -0.5% | -6.2% | 74.7% | -2.6% |
| Cc1cc(C(=O)NC(C)C2CCCO2)cs1 (centres undefined) | -1.2% | -2.1% | -3.3% | -8.1% | 3.3% | -0.8% | -1.5% | 2.3% | -7.2% | -3.3% | 0.0% |
| Cc1ccc(C)c(NS(=O)(=O)c2ccc(OCC(=O)NCc3ccco3)cc2)c1 | 1.6% | 0.3% | -4.4% | -14.7% | -25.9% | -13.9% | -11.7% | -0.2% | -1.5% | 55.0% | 0.0% |
| O=C(c1oc(=O)c2ccccc2c1-c1ccccc1)N1CCC(O)CC1 | 0.9% | 0.8% | -4.3% | nt | 4.3% | 3.8% | 1.6% | 6.7% | -5.5% | -0.6% | nt |
| COc1ccc(Cl)cc1NC(=O)N(C)Cc1c(C)nn(C)c1C | -4.7% | -1.7% | -3.9% | -22.9% | 0.3% | 4.6% | 3.8% | 1.6% | -8.2% | -15.0% | 9.7% |
| COc1ccccc1CN1CC(C(=O)NC2CCCCC2)CC1=O (centres undefined) | 0.8% | 4.7% | -15.5% | 21.4% | 3.7% | -2.8% | -7.7% | -1.6% | -3.8% | 1.1% | 2.9% |
| O=c1c(-c2ccc(Cl)cc2)nc2cnc(N3CCNCC3)nc2n1CCc1ccccc1 | -1.3%[11.4 µM] | -0.2% | 19.1% | -0.4% | -6.2% | 13.2% | ? | 11.5% | 10.0% | -19.8% | 0.0%[9.22 µM] |
| COc1ccc(N2CCn3c2nc2c3c(=O)n(CCc3ccccc3)c(=O)n2C)cc1 | -1.3% | 0.3%[57.5 µM] | 0.9% | -1.9% | 1.0% | 3.0% | 8.4% | 1.7% | 0.5% | -12.0% | 0.0% |
| CCc1c(C)sc(NC(=O)c2ccc(Br)o2)c1C(=O)OC | 0.1% | -0.5% | ? | 25.8% | -17.4% | ? | ? | 3.5% | -0.5% | 33.4% | 0.0% |
| COc1cccc(-c2nnc(SCC(=O)Nc3cc(C)on3)o2)c1 | 1.6% | -3.0% | ? | 36.1%[activator] | 20.7% | 9.1% | 1.1% | -7.7% | -6.5% | -7.5% | 2.9% |
| CC(C)OC(=O)c1c(NC(=O)c2cccs2)sc2c1CCCC2 | -7.1% | -0.4%[9.22 µM] | 25.1µM* | 86.3%[activator] | 0.0% | -12.9% | ? | 0.0% | -1.2% | 60.4% | 2.2% |
| CCCCc1nc2ccccc2n1Cc1nnc2n1-c1ccccc1SC2 | -37.7% | -2.5% | 0.6% | 7.8% | 0.6% | ? | -15.3% | 0.1% | -3.3% | 3.8% | 0.0% |
| Cn1nnnc1SCc1ccc(C(=O)Nc2nccs2)cc1 | 1µM* | 0.1% | -1.2% | -19.5% | ? | ? | ? | 8.5% | -11.0% | 2.51µM* | 5.7% |
| Cc1ccc(S(=O)(=O)NC(C(=O)OCC(=O)NC(=O)c2cccn2C)C(C)C)cc1 (centres undefined) | 2.2% | -1.4% | -4.9% | -7.6% | -5.1% | 8.4% | -8.7% | 3.4% | -5.1% | -11.7% | 3.8% |
| COc1ccc(CCNC(=O)COc2ccc(S(=O)(=O)N3CCOCC3)cc2)cc1OC | -2.0% | -2.0% | 0.8% | -13.6% | 8.7% | 6.1% | 4.8% | 0.3% | -3.9% | -13.6% | 0.0% |
| Cc1cc(C)n2nc(SCC(=O)c3ccc[nH]3)nc2n1 | 2.2% | -1.3% | -4.0% | -12.6% | -25.7% | -20.8% | ? | 0.9% | -2.1% | 1.5% | -1.5% |
| CCCCN(C(=O)CN1C(=O)C2CC=CCC2C1=O)c1c(N)n(CCC)c(=O)[nH]c1=O (centres undefined) | 0.0% | 0.6%[57.5 µM] | -0.4% | 10.7% | 7.6% | -1.8% | -8.7% | 4.3% | 3.5% | 10.1% | 2.7% |
| CCOc1cccc2c1OC1(C)CC2NC(=O)N1c1cccc(F)c1 (centres undefined) | 0.9% | -0.6% | -4.7% | ? | 0.1% | 0.6% | 1.0% | 5.4% | -1.7% | -14.2% | -5.3% |

Assay outcomes (PubChem BioAssay)
